MBD2 DNA inh – inhibitors of MBD2 binding to methylated DNA, primary screen, biochemical, TR-FRET, DNA-binding domain, human | Methyl-CpG-binding domain protein 2 (Homo sapiens), Q9UBB5 | inhibition, % at 4.4 µM | 0.31% of 370,000 active | AID 686964, 2013 | MBD2 binding to methylated oligonucleotide; in the data active = inhibition above about 13%
PLC-gamma1 inh – PLC-gamma1 enzyme inhibitors, primary screen, biochemical, fluorescence, purified enzyme; 1-phosphatidylinositol 4,5-bisphosphate phosphodiesterase gamma-1 (Homo sapiens), P19174; fluorogenic substrate; inhibition, % at 12.2 µM; 0.84% of 370,000 active; AID 720700, 2013; in the data active = inhibition above about 9.5%
UHRF1 MBD2 ctr – UHRF1 methylated DNA binding inhibitors, primary screen, counter-screen for MBD2 inhibitor project, biochemical, TR-FRET, human UHRF1, single concentration; E3 ubiquitin-protein ligase UHRF1 (Homo sapiens), Q96T88; UHRF1 binding to methylated oligo; inhibition, % at 4.4 µM; 0.75% of 370,000 active; AID 687016, 2013; in the data active = inhibition above about 21%;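 also: UHRF1 SRA domain binding a hemimethylated CpG hairpin DNA probe; 0% = median of test compound wells and 100% = reference inhibitor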
ARFGAP1 inh – inhibitors of rat ARFGAP1 GAP activity, primary screen, biochemical, fluorescence polarization, GDP tracer; ADP-ribosylation factor GTPase-activating protein 1 (Rattus norvegicus), Q62848; Arfgap1-stimulated ARF1 GTP hydrolysis, GDP FP detection; inhibition, % at 16.5 µM; 0.26% of 360,000 active;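 active = inhibition above a per-plate limit, mean inhibition of low control wells plus 3 SD, cut at about 25% in these data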;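 also: 0% = DMSO wells with enzyme and 100% = wells lacking Arfgap1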
Target sequence (Q62848 1-136 limits assumed): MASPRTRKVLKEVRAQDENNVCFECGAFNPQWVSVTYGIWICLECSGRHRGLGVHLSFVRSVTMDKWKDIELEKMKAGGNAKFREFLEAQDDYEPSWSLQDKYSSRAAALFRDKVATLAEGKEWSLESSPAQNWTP
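System: truncated rat Arfgap1 GAP domain / Benchmarks: high control wells lacking Arfgap1, low control full reaction with DMSO / Times: compound-enzyme preincubation 20 min, reaction 120 min, detection 60 min, 25 °C / Repeats: one replicate per compound / Also added: human ARF1(Δ1-17)-GTP substrate / Measured by: Tracer-displacement fluorescence polarization with EDTA stop, 620/688 nm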
ASAP1 inh – inhibitors of human ASAP1 ArfGAP activity, primary screen, biochemical, fluorescence polarization; Arf-GAP with SH3 domain, ANK repeat and PH domain-containing protein 1 (Homo sapiens), …; ASAP1-stimulated ARF1 GTP hydrolysis, GDP FP detection; inhibition, % at 16.5 µM; 0.19% of 360,000 active; in the data active = inhibition above about 25%;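 also: 0% = vehicle with enzyme and substrate and 100% = no enzyme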
Target sequence (Q9ULH1 325-724 limits assumed): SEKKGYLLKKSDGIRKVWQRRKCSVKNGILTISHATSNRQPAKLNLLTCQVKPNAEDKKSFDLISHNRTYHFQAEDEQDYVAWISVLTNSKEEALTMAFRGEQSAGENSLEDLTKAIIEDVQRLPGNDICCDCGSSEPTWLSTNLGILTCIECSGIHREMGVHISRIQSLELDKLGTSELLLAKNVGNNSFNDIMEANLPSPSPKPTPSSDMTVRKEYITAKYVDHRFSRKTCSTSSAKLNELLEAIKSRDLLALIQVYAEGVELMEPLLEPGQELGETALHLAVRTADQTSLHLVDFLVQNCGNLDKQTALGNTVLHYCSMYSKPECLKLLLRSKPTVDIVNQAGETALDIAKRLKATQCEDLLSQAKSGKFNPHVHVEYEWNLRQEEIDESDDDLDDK
PLCb3 inh – human PLC-beta3 inhibitors, primary screen, biochemical, fluorescence; 1-phosphatidylinositol 4,5-bisphosphate phosphodiesterase beta-3 (Homo sapiens), Q01970; Purified PLC-beta3, fluorogenic substrate; inhibition, % at 12.2 µM; 0.18% of 370,000 active; AID 720704, 2013; in the data active = inhibition above about 11%;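 also: 0% = median of compound wells on plate and 100% = full blocker control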
proKLK7 act – proKLK7 zymogen activators, primary screen, biochemical, fluorescence intensity; 0.9% of 370,000 active; purified proKLK7, EDANS-DABCYL substrate fluorescence; 100% is mature enzyme control, 0% vehicle; AID 652039, 2013; activation, % at 7 µM;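 active = activation above the mean of all tested compounds plus 3 SD, computed per campaign excluding outliers beyond control limits, cut at about 13% in these data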
DDE Tn7 FP inh – inhibitors of Tn7 peptide binding to fibrin DD(E), primary screen, biochemical, fluorescence polarization, human fibrin, Tn7 probe | 0.13% of 370,000 active | inhibition, % at 8.3 µM | Fibrinogen beta chain (Homo sapiens), P02675 | FP displacement of FITC-Tn7 peptide from fibrin DD(E); 0% = median of compound wells per plate;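 active = inhibition above the mean of compounds falling within the control limits plus 3 SD of them, cut at about 14% in these data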;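 also: 0% = plate median of compound wells and 100% = 10 µM Aha-Tn7 peptide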
Target sequence (P02675 whole entry, looked up): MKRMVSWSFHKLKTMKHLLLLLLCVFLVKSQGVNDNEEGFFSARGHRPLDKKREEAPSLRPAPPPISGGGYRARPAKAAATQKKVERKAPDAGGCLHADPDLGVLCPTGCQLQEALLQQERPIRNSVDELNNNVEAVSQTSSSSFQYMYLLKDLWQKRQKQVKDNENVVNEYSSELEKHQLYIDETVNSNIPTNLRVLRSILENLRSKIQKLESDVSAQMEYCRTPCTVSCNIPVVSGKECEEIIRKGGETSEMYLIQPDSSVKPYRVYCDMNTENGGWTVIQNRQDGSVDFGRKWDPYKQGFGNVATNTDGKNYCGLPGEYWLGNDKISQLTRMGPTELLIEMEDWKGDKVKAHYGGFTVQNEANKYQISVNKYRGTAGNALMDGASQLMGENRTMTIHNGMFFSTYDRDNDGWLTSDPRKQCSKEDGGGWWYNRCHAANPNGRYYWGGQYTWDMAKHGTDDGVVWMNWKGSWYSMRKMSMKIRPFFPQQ
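System: human fibrin DD(E); quantity: Fibrin-DD(E) at 2 µM final; also added: fluorescent Tn7 probe at 0.1 µM; compound dosing: single nominal test concentration of 8.3 µM per compound; schedule: 10 min preincubation, 3 h with tracer, room temperature; detection: fluorescence polarization of the labelled Tn7 tracer; repeats: one replicate per compound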
ADAM17 inh – ADAM17 inhibitors, primary screen, biochemical, QFRET. Disintegrin and metalloproteinase domain-containing protein 17 (Homo sapiens), P78536. inhibition, % at 6.95 µM. recombinant ADAM17, EDANS/DABCYL FRET peptide cleavage. AID 720648, 2013. 0.83% of 370,000 active;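 active = inhibition above the mean of compounds lying between control limits plus 3 SD, set per campaign, cut at about 8.5% in these data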;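 also: 0% = DMSO-only wells as the low control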
Tn6 DDE FP – inhibitors of Tn6 peptide binding to fibrin DD(E), primary screen, biochemical, fluorescence polarization, human fibrin, Tn6 probe; inhibition, % at 8.3 µM; Fibrinogen beta chain (Homo sapiens), P02675; 0.21% of 370,000 active; Fibrin DD(E) TRITC-Tn6 fluorescence polarization displacement;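 active = inhibition above a per-campaign cutoff: mean of compounds within control limits plus 3 SD, cut at about 15% in these data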;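 also: 0% = median of all compound wells on the plate and 100% = blocking peptide control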
* marks the source's active call; other numbers are inactive results. No enrichment for hits. Share with any hit: about 4.1%.

SMILES	MBD2 DNA inh	PLC-gamma1 inh	UHRF1 MBD2 ctr	ARFGAP1 inh	ASAP1 inh	PLCb3 inh	proKLK7 act	DDE Tn7 FP inh	ADAM17 inh	Tn6 DDE FP
COCCn1c(=N)c(S(=O)(=O)c2ccc(F)cc2)cc2c(=O)n3cccc(C)c3nc21	-1	-12	0	3	10	-31	-0.1	2	-20	5
CCN=C1S/C(=C\c2cc(Br)c(O)c(OC)c2)C(=O)N1CC	3	-29	1	4	0	-43	-0.2	-2	1	-6
CN(C)C(=O)c1ccccc1NC(=O)Cc1cccc2ccccc12	3	3	-1	2	3	-6	0.3	-1	-1	7
Cc1cc(C)nc(NC(=O)c2cccs2)n1	-4	4	-2	-3	2	-6	0.2	-6	0	6
CCC(C(=O)NC1CC(C)(C)NC(C)(C)C1)c1ccccc1 (configuration not stated)	-3	0	1	3	6	-4	0.9	0	0	9
NC(=O)C1=C[C@@H](c2ccc(Br)cc2)C[C@@H](OCc2ccc(CO)cc2)O1	7	-2	4	14	10	-11	0.1	9	-1	-5
O=C(O)c1cc(-c2ccccc2)n(-c2ccc(Cl)cc2)n1	0	-6	0	0	-9	-4	0.2	1	-1	-7
CCc1ccc(C(=O)NNC(=O)OC)cc1	4	0	1	5	-12	2	-0.6	7	-6	5
Cc1[nH]c2ccccc2c1/C=N/NC(=O)c1cc(C(C)(C)C)[nH]n1	-1	1	-3	5	5	-3	0.6	-4	0	5
CCOC(=O)c1cc2c(=O)n3ccccc3nc2n(CC(C)C)c1=NC(=O)c1c(-c2c(F)cccc2Cl)noc1C	2	-17	3	-5	-3	-18	0.4	-5	-21	2
CCCCCn1c(=O)c(C(=O)c2ccccc2)nc2ccccc21	2	-2	0	11	10	-13	0.5	3	-2	-2
CN(CCC1CCCCO1)Cc1cn(C)nc1-c1ccc2c(c1)OCCO2 (configuration not stated)	10	0	3	-2	5	4	1.1	-2	-10	2
COc1ccc(C2C3=C(CC(C)(C)CC3=O)OC(N)=C2[N+](=O)[O-])cc1 (configuration not stated)	0	-1	0	3	-4	2	-0.1	-1	0	2
Cc1n[nH]c(C)c1N1C(=O)c2cccc3cc(Br)cc(c23)C1=O	-1	6	-2	-3	2	3	-0.2	-1	1	-4
CC(=O)Nc1ccc(S(=O)(=O)N=S(C)C)cc1	-1	0	0	0	-8	4	-0.3	-1	-1	2
COc1ccc(/C=N/NC(=O)c2ccc3c(c2)OCCO3)c(OC)c1	-2	-11	-1	11	-11	-22	0.4	3	-6	-1
CCOC(=O)c1ccccc1NC(=O)c1ccc(F)cc1	1	3	2	-6	-6	6	0.2	1	-1	-4
CCOC(=O)C1CCN(C(=O)C2COc3ccccc3O2)CC1 (configuration not stated)	2	-1	-1	-13	3	-5	0.4	-1	0	6
CC1(C(=O)O)CCCN(C(=O)c2ccc3c(c2)C(C)(C)CCC3(C)C)C1 (configuration not stated)	4	-1	4	-11	0	1	-1.0	-2	-6	-5
CC(C)CCNC(=O)NC(=O)COC(=O)CNC(=O)C1CCCCC1	0	0	-2	2	1	4	0.4	11	1	2
CC(=O)c1cccc(NC(=O)CCNC(=O)c2cccc(C)c2)c1	-5	5	-4	13	5	-6	-0.5	-5	1	4
CCOc1ccc(NC(=O)NNC(=O)C2CCC(C(C)(C)C)CC2)cc1 (configuration not stated)	3	-1	0	13	-1	-2	0.0	-1	-1	0
Cn1c(Cn2nnc3ccccc32)nnc1SCC(=O)N1CCc2ccccc21	5	-3	2	12	-3	-2	-0.5	1	1	3
CCN(C(=O)CN1CCCc2cc(C)ccc21)c1c(N)n(Cc2ccccc2)c(=O)[nH]c1=O	-6	-79	-6	12	-7	-99	-3.3	7	-13	2
COc1ccc(N(CC(=O)Nc2ccc3c(c2)OCO3)S(=O)(=O)c2c(C)nn(C)c2C)cc1	4	3	-2	0	10	2	-0.3	-4	1	-1
Cc1oc(C)c(S(=O)(=O)NCc2cccs2)c1C(=O)O	-3	-1	-1	10	-5	-7	-0.4	0	0	1
CCc1ccc(Oc2nc([N+](=O)[O-])nn2C)cc1	-4	1	0	5	-10	-4	0.2	-1	-5	3
CC(C(=O)N1CCN(C(=O)c2ccco2)CC1)N1C(=O)NC2(CCCCC2C)C1=O (configuration not stated)	0	4	1	-2	4	-3	0.3	-3	-1	-10
CC(C(=O)N1CCc2ccccc21)N1CCN(S(=O)(=O)c2ccc(C(F)(F)F)cc2)CC1 (configuration not stated)	-2	4	3	5	3	-5	-0.4	3	2	1
COc1ccccc1N1C(=S)NC2CS(=O)(=O)CC21 (configuration not stated)	2	2	-1	1	2	-4	0.4	0	-2	8
COC(C#CCCN(C)C)(c1ccccc1)c1ccccc1	-6	-2	2	7	0	1	0.2	6	-1	-1
Cc1ccc(NC(=O)CCC(=O)O)cc1F	-2	4	-2	-2	9	4	0.2	-3	-3	11
OC(c1ccccn1)(c1ccccn1)c1ccccn1	1	0	0	-4	10	1	0.2	3	-4	3
COc1cc(C2Nc3ccc4ncccc4c3C3=C2C(=O)CCC3)cc(OC)c1O (configuration not stated)	-7	-5	-6	1	0	-3	0.3	-2	-1	0
NS(=O)(=O)c1ccc(CCNC(=O)NC2(C(F)(F)F)Oc3ccccc3O2)cc1	3	-2	-1	7	2	0	0.7	-3	1	4
COCCn1c(=NC(=O)/C=C/c2ccccc2Cl)sc2cc(NC(C)=O)ccc21	-3	-41	7	10	18	-56	-0.1	4	-1	4
CCCNC(=O)c1onc(CSc2ccc(Cl)cc2)c1C(=O)NCCOC	3	-1	-3	-2	-5	-2	0.5	4	-3	-7
Cc1ccc(-c2noc(CSc3nnc(-c4ccncc4)n3-c3ccc(C)cc3)n2)cc1	2	1	1	0	6	-1	0.0	0	-4	-8
CCOC(=O)C1CCN(CCC(=O)Nc2ccccc2Cl)CC1	-2	7	2	-24	-10	2	-0.1	1	2	-6
COc1ccc(C(CNC(=O)Cc2ccc(-c3ccccc3)cc2)N(C)C)cc1 (configuration not stated)	2	-6	-2	0	-2	-11	-0.2	3	-2	3
CC(NC(=O)c1cc(=O)[nH]c2ccc(Br)cc12)c1ccccc1 (configuration not stated)	-1	-3	5	0	5	0	-0.2	2	0	5
Nc1c([N+](=O)[O-])c(=O)oc2ccccc12	3	1	1	3	14	-2	-0.2	2	-2	7
COc1ccc(CNC(=O)C2CCCC2)cc1	-4	1	-5	-1	-7	-5	0.5	-3	0	3
O=C(Nc1ccc(-c2cn3ccccc3n2)cc1)c1cccs1	4	-28	0	25*	-2	-28	4.1	-6	-22	-4
COC(=O)N1C(=O)[C@](c2ccccc2)(C2CCCCC2)N1C(=O)OC	4	-1	6	-1	12	2	-0.3	-6	3	-6
O=S(=O)(c1ccccc1)N1CCN(C(=S)Nc2ccc(Br)cc2)CC1	2	1	-2	0	-4	-9	0.4	0	-3	-3
Cc1ccc(S(=O)(=O)Nc2ccc(Cl)cc2)cc1NC(=O)Cn1cnc2c1c(=O)n(C)c(=O)n2C	-2	1	1	6	0	0	-1.2	-3	2	7
COc1ccc(CN2C(=O)c3cccnc3C2=O)cc1S(=O)(=O)NCc1ccco1	-1	2	3	8	8	5	0.4	-2	-1	-11
O=C(c1ccco1)N1CCN(Cc2cn[nH]c2-c2ccc(F)cc2F)CC1	3	-2	8	10	0	-1	-0.4	2	-6	-3
CC1(c2nnnn2C2CCCC2)CCC(=O)N1c1ccc2c(c1)OCCO2 (configuration not stated)	3	-1	1	6	4	-2	-0.1	-2	-4	-3
O=C(COc1ccccc1N1C(=O)c2ccccc2C1=O)c1ccc(Cl)cc1	-6	2	2	1	3	-1	-0.5	9	2	1
CCc1ccc(NC(=S)NCC2CCCN2CC)cc1 (configuration not stated)	-2	5	3	14	11	0	-0.3	2	1	-12

Laid out differently: entries from further up.
Below each SMILES: MBD2 DNA inh, PLC-gamma1 inh, UHRF1 MBD2 ctr, ARFGAP1 inh, ASAP1 inh, PLCb3 inh, proKLK7 act, DDE Tn7 FP inh, ADAM17 inh, Tn6 DDE FP
O=C(Nc1ccc(-c2cn3ccccc3n2)cc1)c1cccs1
→ 4, -28, 0, 25*, -2, -28, 4.1, -6, -22, -4
COC(=O)N1C(=O)[C@](c2ccccc2)(C2CCCCC2)N1C(=O)OC
→ 4, -1, 6, -1, 12, 2, -0.3, -6, 3, -6
O=S(=O)(c1ccccc1)N1CCN(C(=S)Nc2ccc(Br)cc2)CC1
→ 2, 1, -2, 0, -4, -9, 0.4, 0, -3, -3
Cc1ccc(S(=O)(=O)Nc2ccc(Cl)cc2)cc1NC(=O)Cn1cnc2c1c(=O)n(C)c(=O)n2C
→ -2, 1, 1, 6, 0, 0, -1.2, -3, 2, 7
COc1ccc(CN2C(=O)c3cccnc3C2=O)cc1S(=O)(=O)NCc1ccco1
→ -1, 2, 3, 8, 8, 5, 0.4, -2, -1, -11
O=C(c1ccco1)N1CCN(Cc2cn[nH]c2-c2ccc(F)cc2F)CC1
→ 3, -2, 8, 10, 0, -1, -0.4, 2, -6, -3
CC1(c2nnnn2C2CCCC2)CCC(=O)N1c1ccc2c(c1)OCCO2 (configuration not stated)
→ 3, -1, 1, 6, 4, -2, -0.1, -2, -4, -3
O=C(COc1ccccc1N1C(=O)c2ccccc2C1=O)c1ccc(Cl)cc1
→ -6, 2, 2, 1, 3, -1, -0.5, 9, 2, 1
CCc1ccc(NC(=S)NCC2CCCN2CC)cc1 (configuration not stated)
→ -2, 5, 3, 14, 11, 0, -0.3, 2, 1, -12
